High-throughput results from PubChem BioAssay.
AmpC no deterg: blocks E. coli AmpC beta-lactamase in detergent-free assay. P00811. AmpC nitrocefin hydrolysis, absorbance 480 nm, 0.0001% Triton. Potency, µM (series often up to 57.1 µM), for the others: at the highest dose activity change, negative = inhibition, usual class: inhibitors. 0.52% of 330,000 active. AID 485341;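 further: potency means the concentration at half of the fitted maximal effect; plate controls were no compound for no effect and no enzyme for full effect; nearly all actives have a fitted effect of over 20% in size; some results filed as inactive show a strong effect at the top dose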
Target sequence (P00811 whole entry, looked up): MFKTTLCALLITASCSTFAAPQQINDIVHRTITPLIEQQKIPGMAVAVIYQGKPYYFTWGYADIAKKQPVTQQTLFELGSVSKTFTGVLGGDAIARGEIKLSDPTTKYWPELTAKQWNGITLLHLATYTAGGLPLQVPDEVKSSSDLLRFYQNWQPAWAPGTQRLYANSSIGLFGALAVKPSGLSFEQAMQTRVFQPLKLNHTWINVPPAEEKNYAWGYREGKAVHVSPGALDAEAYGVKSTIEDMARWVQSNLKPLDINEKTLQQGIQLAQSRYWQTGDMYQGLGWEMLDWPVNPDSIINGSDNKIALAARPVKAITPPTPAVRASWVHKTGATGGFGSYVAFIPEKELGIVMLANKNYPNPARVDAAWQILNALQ
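20 mM phosphate pH 7.0 + 0.01% (detergent screen) or 0.0001% Triton X-100; 5.3 nM AmpC reagent; cpd preinc 15 min RT; nitrocefin (800 uM stock) to start; A480 q20 s × 4 min; Activity was normalised to no-enzyme and no-compound control wells.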
LmPK inhibitor: inhibitors of Leishmania mexicana pyruvate kinase; purified LmPK, Kinase-Glo ATP luminescence, 1 h; Potency, µM (series often up to 57.5 µM), inactives show at the highest dose activity change, negative = inhibition, hits mostly inhibitors; 0.37% of 290,000 active; Q27686; further: potency means the concentration at half of the fitted maximal effect
Target sequence (Q27686 whole entry, looked up): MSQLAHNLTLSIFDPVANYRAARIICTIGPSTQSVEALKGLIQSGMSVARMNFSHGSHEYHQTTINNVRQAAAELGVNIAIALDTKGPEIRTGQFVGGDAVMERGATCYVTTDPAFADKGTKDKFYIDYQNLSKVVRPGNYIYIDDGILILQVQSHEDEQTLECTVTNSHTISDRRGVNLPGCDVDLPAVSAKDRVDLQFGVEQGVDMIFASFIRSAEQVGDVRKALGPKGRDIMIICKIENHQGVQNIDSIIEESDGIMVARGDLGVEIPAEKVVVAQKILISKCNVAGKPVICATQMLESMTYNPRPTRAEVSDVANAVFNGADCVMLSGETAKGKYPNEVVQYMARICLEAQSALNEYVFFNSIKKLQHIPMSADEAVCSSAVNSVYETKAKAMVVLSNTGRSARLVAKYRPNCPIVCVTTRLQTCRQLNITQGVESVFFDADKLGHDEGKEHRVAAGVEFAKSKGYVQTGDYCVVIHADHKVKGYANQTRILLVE
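Purified LmPK (0.1 nM) with 0.5 mM PEP and 0.1 mM ADP in imidazole buffer pH 7.2 with MgCl2/KCl, 1 h at room temperature. ATP formed was read by luciferase luminescence and normalized to no-enzyme and uninhibited controls.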
AmpC detergent: AmpC beta-lactamase inhibition with detergent present; P00811; AmpC hydrolysis of nitrocefin, absorbance 480 nm, 0.01% Triton; Potency, µM (highest dose often 114 µM), for inactives: at the highest dose activity change, negative = inhibition, actives largely listed as inhibitors; 0.041% of 370,000 active; AID 485294;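 further: potency means the concentration at half of the fitted maximal effect; 0% = no-compound wells and -100% = no-enzyme wells; nearly all actives have a fitted effect of over 25% in size; some results filed as inactive show a strong effect at the top dose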
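20 mM phosphate pH 7.0 + 0.01% (detergent screen) or 0.0001% Triton X-100; 5.3 nM AmpC reagent; cpd preinc 15 min RT; nitrocefin (800 uM stock) to start; A480 q20 s × 4 min; Activity was normalised to no-enzyme and no-compound control wells.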
AMA1 RON2 block: AMA1-RON2 (P. falciparum) interaction inhibition | AlphaScreen AMA1-biotinylated RON2 peptide binding | Potency, µM (series often up to 58.2 µM), for the others: at the top dose activity change, negative = inhibition, hits mostly inhibitors | 0.2% of 360,000 active;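 further: potency means the concentration at half of the fitted maximal effect; 0% = vehicle wells and -100% = peptide control; nearly all actives have a fitted effect of over 45% in size; some results filed as inactive show a strong effect at the top dose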
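AMA1 (3D7) with his tag at 25 nM final met compounds first, then biotinylated RON2 peptide at 25 nM; detection used donor plus acceptor beads, 10 µg/mL apiece, read by AlphaScreen after 30 min at room temperature.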
HCMV inh: human cytomegalovirus inhibition; HFF cells, HCMV-luciferase reporter, 72 h; hits give low values; activity change, negative = inhibition, % at 57.5 µM; 4.5% of 410,000 active; AID 1259415; in the data active means activity change below about -60%; inconclusive means no clear call, values can overlap the other calls; inactive means above about -39%
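Two compound doses tested in HFFs infected with HCMV-luciferase, MOI 1 PFU/cell, 72 h at 37C. Lysate luminescence read with OneGlo; data normalized against buffer-only and 10uM Salinomycin inhibitor controls.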
Tb PYK inh: inhibitors of Trypanosoma brucei pyruvate kinase | Potency, µM (doses to about 76.8 µM), inactives show at the top dose activity, negative = inhibition, actives largely listed as inhibitors | TbPYK enzyme, Kinase-Glo Plus ATP luminescence, 45 min | 0.12% of 410,000 active; further: potency means the concentration at half of the fitted maximal effect; nearly all actives have a fitted effect of over 50% in size
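Glycolytic pyruvate kinase of T. brucei was incubated with substrate, test compound and 130 uM ADP for 45 minutes at room temperature. Luminescent Kinase-Glo Plus signal was measured after 10 minutes.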
Sm TGR inh: blocks Schistosoma mansoni thioredoxin glutathione reductase; Q962Y6; purified TGR, DTNB reduction, TNB absorbance 405 nm; Potency, µM (highest dose often 114 µM), without a hit: top-dose activity change, negative = inhibition, actives largely listed as inhibitors; 3% of 360,000 active; AID 485364; further: potency means the concentration at half of the fitted maximal effect; nearly all actives have a fitted effect of over 60% in size
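Kinetic colorimetric format: TGR-catalysed, NADPH-driven DTNB reduction monitored via TNB absorbance. Enzyme dispensed at 20 nM; compound exposure 15 min at room temperature before reaction start.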
An asterisk follows results filed as active; ? = inconclusive; . = not tested or not shown; & = joins results of further samples; [ ] = another dose, or the depositor's remark. Unless noted, the call rests on the fitted dose curve; in most records, active means well fitted curve in the direction sought with a large enough effect; inconclusive means small, poorly fitted or top-dose-only effect, or another doubt; inactive means no such curve, though single readings can be large; an effect the other way counts as inactive or inconclusive. Unless noted, on the % scale 0 is the no-effect control and ±100 the full control effect.

SMILES	AmpC no deterg	LmPK inhibitor	AmpC detergent	AMA1 RON2 block	HCMV inh	Tb PYK inh	Sm TGR inh
CCN(CC)CCCN1C=C2C(=O)C(C)(OC(=O)CCC(=O)OC)C(=O)C(Br)=C2C=C1c1ccc(OC)cc1 (stereo not given)	.	0%[11.5 µM]	.	14%	9	8%	.
O=c1c(-c2ccc(Br)cc2)[n+]([O-])c2ccccc2n1OCc1ccccn1	-38%	2%	-5%	18%	-3	?	.
O=[N+]([O-])c1ccc(N/N=C/c2cccc(O)c2O)c(S(=O)(=O)N2CCOCC2)c1	11µM*	5%	-1%	50%[activator]	0	-3%	.
N#Cc1cc(Oc2ccc3ccccc3c2)c(-n2nnc3ccccc32)cc1C#N	-24%	2%	?	3%	-65*	0%	-1%
C=CCn1cccc(C(=O)Nc2ccc(SC)cc2)c1=O	33%	-6%	-5%	-15%	.	5%	3%
O=c1c2c(nc3n1CCCCC3)sc1c(O)cccc12	-52%	?	-3%	-7%	77	7%	-30%
CCCCCSc1nnc(-c2ccccc2N)c(=O)[nH]1	-28%	0%	?	14%	-18	-7%	3%
CCOc1ccc(NC(=O)CCN2CCN(c3ccccc3OC)CC2)cc1	38%	-4%	?	-3%	?	1%	-24%
CC(C)c1ccc(N(C(=O)c2snc(C(N)=O)c2N)C(C(=O)NCC2CCCO2)c2ccc(N(C)C)cc2)cc1 (stereo not given)	124%[activator]	9%	6%	14µM*	-86*	-6%	25%
CSc1ccc(-c2ccc3c(c2)c(Sc2ccccc2)c(-c2ccccc2)n3C)cc1	.	.	.	25%	26	4%	.
CCOC(=O)Cc1cc(=O)[nH]c(/N=C(/NC(=O)c2ccccc2)Nc2ccccc2C(F)(F)F)n1	-2%	5%	1%	-9%	5	2%	-3%
CCn1cc(C(=O)NCCCN2CC(C)CC(C)C2)c(=O)c2cc(S(=O)(=O)N(C)C)ccc21 (stereo not given)	65%[activator]	6%	-3%	0%	-9	-3%	69%[activator]
CC(=O)N1N=C(c2cccc(O)c2)CC1c1cccs1 (stereo not given)	-17%	-2%	-13%	-5%	-10	-2%	1%
COc1ccc(NC(=O)C2CCN(S(=O)(=O)c3cccs3)CC2)cc1OC	-21%	.	1%	-1%	37	0%	-3%
COc1ccccc1-n1c(SCC(N)=O)nnc1-c1ccc(S(=O)(=O)N2CCCCC2)cc1	137%	1%	?	9%	2	3%	1%
COc1ccc(-n2nc(C(=O)NCC(=O)Nc3ccccn3)c3ccccc3c2=O)cc1Cl	-14%	-1%	-7%	10%	-24	-5%	-20%
O=C(NCC1CCCO1)c1ccccc1NS(=O)(=O)c1cccs1 (stereo not given)	-4%	4%	-6%	2%	1	-1%	-4%
O=C(CCCc1cccs1)NCCc1c[nH]c2ccccc12	-17%	6%	-5%	-3%	56	2%	0%
CN(C)CCCN1C(=O)C(=O)/C(=C(/O)c2ccncc2)C1c1cccnc1 (stereo not given)	-1%	-9%	-17%	-1%	9	0%	-17%
COc1ccc(CN2CCc3ccc(NC(=O)CCc4ccccc4OC)cc3C2)c(O)c1	-30%	0%	1%	-8%	-72*	5%	-27%
O=c1c2c3c(sc2nc2sc(CN4CCCCC4)cn12)CCCC3	-12%	4%	-3%	.	.	.	-11%
COc1cccc(NC(=O)c2ccc3nc(C)c(N(C)Cc4ccc(NC(C)=O)cc4)n3c2)c1	.	.	.	13%	2	-3%	.
CNS(=O)(=O)c1cccc(C(=O)OCC(=O)N(Cc2ccccc2)C(C)(C)C)c1	30%	3%	-9%	-3%	-1	2%	-1%
C=CCn1c2ccccc2c2nnc(SCN3C(=O)c4ccccc4C3=O)nc21	-14%	-1%	2%	-18%	9	4%	8%
Cc1oc(C)c2c(=O)ccc3c(c12)OC(N)=C(C#N)C3c1ccccc1Cl (stereo not given)	-47%	2%	-3%	-6%	-20	-14%	?
CCCc1nc(SCC(=O)Nc2ccc(S(=O)(=O)N(C)C)cc2)c2ccccc2n1	12%	-1%	-20%	1%	-37	-8%	-9%
CCOC(=O)c1ccc(Nc2nc(N)c3cc(OC)c(OC)cc3n2)cc1	-6%	-1%	-6%&8%	-6%	-25	-7%&-9%	0%&6%
CCOC(=O)C1=C(CC)Nc2ccccc2N=C1NC(=O)c1cccc(S(=O)(=O)N2CCCC2)c1	4%	6%	-11%	-14%	-7	4%	4%
CC1=C(C(N)=O)C(c2ccc(F)cc2)n2nc(CCCO)nc2N1 (stereo not given)	7%	-1%	1%	3%	?	13%	-3%
Oc1ccc(C[C@H]2CN([C@@H](Cc3ccccc3)CN3CCCC3CN3C(=S)NC[C@@H]3Cc3ccccc3)C(=S)N2CC2CCCCC2)cc1 (stereo not given in full)	.	.	.	12%	?	2%	.

As a working copy, 13 of the compounds above.
SMILES	AmpC no deterg	LmPK inhibitor	AmpC detergent	AMA1 RON2 block	HCMV inh	Tb PYK inh	Sm TGR inh
O=C(NCC1CCCO1)c1ccccc1NS(=O)(=O)c1cccs1 (stereo not given)	-4%	4%	-6%	2%	1	-1%	-4%
O=C(CCCc1cccs1)NCCc1c[nH]c2ccccc12	-17%	6%	-5%	-3%	56	2%	0%
CN(C)CCCN1C(=O)C(=O)/C(=C(/O)c2ccncc2)C1c1cccnc1 (stereo not given)	-1%	-9%	-17%	-1%	9	0%	-17%
COc1ccc(CN2CCc3ccc(NC(=O)CCc4ccccc4OC)cc3C2)c(O)c1	-30%	0%	1%	-8%	-72*	5%	-27%
O=c1c2c3c(sc2nc2sc(CN4CCCCC4)cn12)CCCC3	-12%	4%	-3%	.	.	.	-11%
COc1cccc(NC(=O)c2ccc3nc(C)c(N(C)Cc4ccc(NC(C)=O)cc4)n3c2)c1	.	.	.	13%	2	-3%	.
CNS(=O)(=O)c1cccc(C(=O)OCC(=O)N(Cc2ccccc2)C(C)(C)C)c1	30%	3%	-9%	-3%	-1	2%	-1%
C=CCn1c2ccccc2c2nnc(SCN3C(=O)c4ccccc4C3=O)nc21	-14%	-1%	2%	-18%	9	4%	8%
Cc1oc(C)c2c(=O)ccc3c(c12)OC(N)=C(C#N)C3c1ccccc1Cl (stereo not given)	-47%	2%	-3%	-6%	-20	-14%	?
CCCc1nc(SCC(=O)Nc2ccc(S(=O)(=O)N(C)C)cc2)c2ccccc2n1	12%	-1%	-20%	1%	-37	-8%	-9%
CCOC(=O)c1ccc(Nc2nc(N)c3cc(OC)c(OC)cc3n2)cc1	-6%	-1%	-6%&8%	-6%	-25	-7%&-9%	0%&6%
CCOC(=O)C1=C(CC)Nc2ccccc2N=C1NC(=O)c1cccc(S(=O)(=O)N2CCCC2)c1	4%	6%	-11%	-14%	-7	4%	4%
CC1=C(C(N)=O)C(c2ccc(F)cc2)n2nc(CCCO)nc2N1 (stereo not given)	7%	-1%	1%	3%	?	13%	-3%

The list goes on:
SMILES	AmpC no deterg	LmPK inhibitor	AmpC detergent	AMA1 RON2 block	HCMV inh	Tb PYK inh	Sm TGR inh
Cc1ccc(C)c(CSC2=NCCN2C(=O)Cc2ccc([N+](=O)[O-])cc2)c1	-16%	1%	-12%	-2%[2.32 µM]	-35	-3%	5%
COc1ccc(CCNC(=O)N2CCOCC2)cc1	-19%	8%	2%	-2%	10	6%	?
OCCOCCn1c(CCNc2nc(-c3ccc(F)cc3)cs2)nc2cc(C(F)(F)F)ccc21	.	.	.	10%	-26	-10%	.
CCOCCCn1c(=N)c(S(=O)(=O)c2ccccc2)cc2c(=O)n3cc(C)ccc3nc21	-2%	1%	-14%&7%	2%	0&12	-7%&3%	6%&4%
COc1ccc(-c2cc(C(=O)N(C)Cc3ccc(F)cc3)c3ccccc3n2)cc1OC	.	.	.	76%[activator]	-32	3%	.
CCCNS(=O)(=O)c1cc(CN2C(=O)c3cccnc3C2=O)ccc1OC	-3%	1%	0%	21%	-10	-1%	-6%
CC(=O)c1cccc(NC(=O)NCc2cccs2)c1	-1%	-1%	?	19%	11	-10%	2%
O=C(CN1CCOc2ccccc21)NC1CC1	.	.	.	35%[activator]	46	-7%	.
CCOc1ccc(NC(=O)c2ccccc2-c2ccccc2C(=O)O)cc1	.	.	.	-1%	14	-14%	.
CC(NC(=O)CSC1=NCCS1)c1ccccc1 (stereo not given)	-17%	-8%	-3%	9%	-76*	1%	-14%
Cc1ccc(S(=O)(=O)c2nc(NCCN(C)C)sc2Cl)cc1	-5%	10%	?	22%	?	-3%	-19%
Cc1ccccc1-c1cc(C(=O)NCc2cccc(C(F)(F)F)c2)n(CC2CC(c3cccnc3)=NO2)n1 (stereo not given)	57%	.	.	17%	-13	1%	.
CCCCn1c(SCC(=O)N2CCN(c3ccccc3)CC2)nc2ccsc2c1=O	39%	0%	5%	-3%	.	48%[activator]	9%
O=C(O)c1ccc2c(c1)C(=O)N(CCc1c[nH]c3ccccc13)C2=O	-27%	-12%	-1%	2%	48	-7%	-18%
Cc1cccc2sc(N(Cc3cccnc3)C(=O)C3CCCCC3)nc12	.	.	5%	.	-39	-1%	14%
O=C(NC(=S)Nc1ccccc1N1CCN(C(=O)c2ccccc2)CC1)c1cccs1	-31%	2%	1%	2%	-4	-4%	0%
O=C(O)c1cc(S(=O)(=O)N2CCCCC2)ccc1F	-11%	2%	-2%	-4%	1	2%	-12%
O=C(C1CCCN(S(=O)(=O)c2ccc(F)cc2)C1)N(Cc1cccs1)C1CC1 (stereo not given)	30%	1%	-6%	-9%	?	-4%	-3%
COc1ccc(/C=N/NC(=S)Nc2cc(S(=O)(=O)N3CCOCC3)ccc2N2CCOCC2)cc1O	36%	0%	-6%	55%[activator]	-30	-7%	0%
Cc1cc(C)c2c(N)c(C(=O)Nc3ccc([N+](=O)[O-])cc3)sc2n1	-12%	-2%	1%	0%	28	1%	3%
FC(F)(F)c1nc(SCc2ccc(Cl)cc2Cl)n[nH]1	-30%	5%	4%	10%	18	1%	4%
Cn1c(-c2ccc(F)cc2)cnc1SCC(=O)NNC(=O)Cc1ccccc1	17%	-2%	2%	66%[activator]	2	-3%	-10%[57.1 µM]
COc1ccc(C(=O)NCCn2cc(SCc3cccc(F)c3)c3ccccc32)cc1OC	.	.	2%	.	?	6%	-1%
C=CCn1c(SCCOc2ccc(OC)cc2)nnc1C(C)NC(=O)c1ccc(OC)cc1 (stereo not given)	28%	5%	9%	?	11	0%	-3%
Cc1ccc(NC2=C(NCCO)C(=O)c3ccccc3C2=O)cc1	-21%	-14%	-10%	?	14	-15%	-19%
